Bioassay records: PubChem BioAssay, several laboratories
TRAIL sens C8 – sensitizes caspase-8 expressing cells to TRAIL; NB7+C8 cells + TRAIL, ATPlite viability luminescence; inhibition (viability loss, TRAIL sensitization), % at 10 µM; hit rate 1% among 360,000;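 active = compounds causing at least 50% loss of cell viability in the single-dose screen, relative to plate controls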
TROY NFkB inh – TROY signaling inhibition | inhibition, % at 10 µM | hit rate 0.98% among 360,000 | Q293 LMP1-TROYcd NF-kB luciferase reporter, 4 h;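 active = compounds whose plate-normalised and pattern-corrected inhibition of the luciferase reporter signal at the single screening dose is 50% or more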
TLR9-MyD88 block – blocks human TLR9 binding to MyD88; hit rate 0.21% among 340,000; CHO BLA complementation TLR9-MyD88, CCF4 FRET ratio; inhibition, % at 4.98 µM;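 active = inhibition above the mean over all tested compounds plus 3 SD, cut at about 21% in these data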;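 note: 0% = DMSO only wells and 100% = clavulanate BLA inhibitor control wells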
SRC1 inh – inhibits human SRC1 coactivator | HEK293 GAL4-SRC1 luciferase reporter, luminescence | inhibition, % at 3.6 µM | hit rate 0.12% among 360,000 | AID 588354;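 active = inhibition above the campaign mean plus 3 SD, with each screening campaign given its own cutoff, cut at about 60% in these data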;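 note: 0% = DMSO treated cells and 100% = gossypol at 36 µM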
Target sequence (Q15788 whole entry, looked up, the tested form may be a part): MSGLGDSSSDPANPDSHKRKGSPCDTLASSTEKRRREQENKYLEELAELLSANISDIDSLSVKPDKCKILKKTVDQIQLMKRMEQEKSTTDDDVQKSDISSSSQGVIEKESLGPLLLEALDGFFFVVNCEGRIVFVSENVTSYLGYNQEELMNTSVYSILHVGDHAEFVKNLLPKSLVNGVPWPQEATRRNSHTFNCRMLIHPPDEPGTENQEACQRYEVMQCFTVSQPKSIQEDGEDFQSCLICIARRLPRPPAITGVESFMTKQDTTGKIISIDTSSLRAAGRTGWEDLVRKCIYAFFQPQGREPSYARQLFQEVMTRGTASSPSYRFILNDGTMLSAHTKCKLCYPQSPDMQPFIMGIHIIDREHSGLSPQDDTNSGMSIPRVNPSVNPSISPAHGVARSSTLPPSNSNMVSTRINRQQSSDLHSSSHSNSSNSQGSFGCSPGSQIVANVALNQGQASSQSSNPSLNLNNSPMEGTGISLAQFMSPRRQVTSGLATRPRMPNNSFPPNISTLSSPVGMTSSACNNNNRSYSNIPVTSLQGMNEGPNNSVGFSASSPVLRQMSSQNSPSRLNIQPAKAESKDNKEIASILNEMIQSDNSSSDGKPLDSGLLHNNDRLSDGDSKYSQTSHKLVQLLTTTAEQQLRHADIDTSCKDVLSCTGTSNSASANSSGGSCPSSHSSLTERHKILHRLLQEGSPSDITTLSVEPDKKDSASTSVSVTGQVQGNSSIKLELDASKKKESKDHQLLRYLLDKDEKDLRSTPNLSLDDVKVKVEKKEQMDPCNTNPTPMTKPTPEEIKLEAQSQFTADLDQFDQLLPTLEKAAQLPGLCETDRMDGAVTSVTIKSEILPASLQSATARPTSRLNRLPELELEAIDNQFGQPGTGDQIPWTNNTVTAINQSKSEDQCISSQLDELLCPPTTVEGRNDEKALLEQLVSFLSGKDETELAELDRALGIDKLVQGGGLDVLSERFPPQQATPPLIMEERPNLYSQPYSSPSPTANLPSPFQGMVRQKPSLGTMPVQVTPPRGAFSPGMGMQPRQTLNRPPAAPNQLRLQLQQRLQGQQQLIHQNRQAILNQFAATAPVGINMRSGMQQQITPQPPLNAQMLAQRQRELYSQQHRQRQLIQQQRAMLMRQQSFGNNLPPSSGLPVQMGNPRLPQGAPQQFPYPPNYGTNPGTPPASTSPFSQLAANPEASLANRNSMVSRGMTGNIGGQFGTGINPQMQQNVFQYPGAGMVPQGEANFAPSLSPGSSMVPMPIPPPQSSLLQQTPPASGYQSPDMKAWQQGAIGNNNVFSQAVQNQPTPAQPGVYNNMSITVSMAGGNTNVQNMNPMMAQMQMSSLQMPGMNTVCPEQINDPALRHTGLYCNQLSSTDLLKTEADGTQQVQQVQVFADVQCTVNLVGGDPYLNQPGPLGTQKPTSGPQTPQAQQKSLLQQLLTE
TWEAK Fn14 block – inhibitors of TWEAK-Fn14 interaction signaling; TWEAK-stimulated Fn14 reporter cells, luciferase luminescence, 8 h; inhibition, % at 10 µM; hit rate 2% among 360,000; in the data active = inhibition above about 50%
LMP1 NFkB inh – inhibitors of Epstein-Barr LMP1-induced NF-kappaB reporter; hit rate 0.69% among 350,000; inhibition, % at 12.5 µM; AID 504558; LMP1-induced NF-kappaB luciferase reporter cells, luminescence; in the data active = inhibition above about 41%;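 note: 0% = neutral control wells and 100% = reference inhibitor control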
NR5A2 inv ag – NR5A2 inverse agonism in reporter assay; hit rate 0.13% among 360,000; HEK293T StAR-luciferase reporter, LRH-1 transfected, 24 h; inhibition, % at 3.6 µM;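 active = inhibition above the mean inhibition of all tested compounds plus 3 SD, cut at about 73% in these data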;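 note: 0% = DMSO wells and 100% = reporter-only cells lacking LRH-1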
NOD2-RIPK2 inh – blocks binding of human NOD2 to RIPK2 | AID 624267 | inhibition, % at 4.98 µM | hit rate 0.38% among 360,000 | CHO BLA complementation NOD2-RIPK2, CCF4 ratio; in the data active = inhibition above about 21%;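 note: 0% = vehicle only and 100% = reference blocker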
NCOA3 inh – inhibitors of human steroid receptor coactivator 3 (SRC3); Q9Y6Q9; HEK293 GAL4-SRC3 luciferase reporter, luminescence; inhibition, % at 3.6 µM; hit rate 0.17% among 360,000;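 active = inhibition above a per-campaign cutoff, the mean of all compounds plus 3 SD, cut at about 60% in these data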;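 note: 0% = DMSO-treated cells and 100% = gossypol-treated cells at 36 µM; higher means less SRC3-driven luciferase light from the GAL4 reporter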
NCOA2 inhibitor – human SRC2 (NCOA2) inhibition; Q15596; AID 651957; HEK293 GAL4-SRC2 luciferase reporter, luminescence; inhibition, % at 9 µM; hit rate 0.17% among 370,000;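 active = inhibition above the mean inhibition of all tested compounds plus 3 SD, set per campaign, cut at about 52% in these data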;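 note: 0% = DMSO treated cells and 100% = cells given Gossypol at 36 µM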
NR2F2 inh – inhibitors of human COUP-TFII (NR2F2); hit rate 0.7% among 370,000; inhibition, % at 8.6 µM; P24468; HEK293T NGFI-A luciferase reporter, luminescence;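 active = inhibition above a per-plate cutoff, mean inhibition of test wells between control levels plus 3 SD, cut at about 38% in these data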;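 note: cells cotransfected with COUP-TFII expression vector driving the NGFI-A reporter; 0% = median of COUP-TF2 test wells and 100% = reporter-only cells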
An asterisk follows results filed as active; . = not tested or not shown.

SMILES	TRAIL sens C8	TROY NFkB inh	TLR9-MyD88 block	SRC1 inh	TWEAK Fn14 block	LMP1 NFkB inh	NR5A2 inv ag	NOD2-RIPK2 inh	NCOA3 inh	NCOA2 inhibitor	NR2F2 inh
CCCCN(C)CCNC(=O)CCNC(=O)Cn1ccc2ccccc2c1=O	-4	-15	3	1	1	-5	2	1	10	-1	14
NS(=O)(=O)c1ccc2nc(NC(=O)Nc3ccccc3F)sc2c1	14	8	0	-109	51*	-78	-111	-8	-136	-33	-29
COc1cccc(CC(=O)OCC(=O)N2CCN(c3ccc(F)cc3)CC2)c1	-10	-10	-4	1	13	4	-15	-8	1	7	5
O=C(CN1C(=O)COc2ccccc21)NCCN1CCc2ccccc2C1	-15	-15	4	-4	13	2	-4	-6	17	-8	4
NC(=O)NC(=O)C(OC(=O)CCNS(=O)(=O)c1ccccc1)c1ccccc1 (centres undefined)	8	2	-2	2	-8	-1	-4	-7	-6	-30	7
Nc1c(C(=O)Nc2ccc(Br)cc2)sc2nc(N3CCOCC3)c3c(c12)CCCC3	3	2	4	-22	6	-17	15	-6	2	-3	-6
Cc1c(NC(=O)C(C)OC(=O)COc2cccc3c2OC(C)(C)C3)c(=O)n(-c2ccccc2)n1C (centres undefined)	10	2	-3	-1	-7	-5	-1	7	-2	-27	-7
Cc1ccc(S(=O)(=O)N2CCN(C(=O)CCOc3cc(C)ccc3C)CC2)cc1	26	-5	-3	3	-26	-1	-17	0	25	9	4
Cc1ccc(NC(=O)C(C)S)cc1 (centres undefined)	-13	5	-3	8	-1	9	22	-7	-15	-7	22
CC(C)C(NC(=O)c1cccc(S(=O)(=O)N2CCOCC2)c1)C(=O)NCCc1ccccn1 (centres undefined)	-10	15	3	-7	-13	-6	5	2	4	1	-2
CC(=O)Nc1cc[n+](CC(=O)c2cccc([N+](=O)[O-])c2)cc1	4	5	4	6	0	1	14	4	1	-29	2
COc1ccc(C2NCCC3(O)CCCCC23)c(OC)c1OC (centres undefined)	7	8	-9	-2	-1	6	7	-3	18	-7	-21
Cn1cccc1C(=O)NC(=O)COC(=O)C12CC3CC(CC(O)(C3)C1)C2	2	79*	-6	-33	44	-14	-49	-6	-16	-67	-19
Cc1ccc(CN2[C@@H]3c4ccccc4C[C@@H]3OCCS2(=O)=O)cc1	-4	-3	-9	-10	-9	-1	-6	-12	7	-19	0
CN(C)S(=O)(=O)c1ccc2c(c1)nc(CCC(=O)Nc1ccc(N3CCOCC3)cc1)n2C	-13	0	1	-1	1	3	6	-3	19	-7	6
C[C@H](NC(=O)c1ccccc1Cl)C(=O)OCC(=O)N1CCN(c2ccccc2)CC1	-3	3	9	-7	-13	0	7	-1	5	-5	-7
Cc1nn(C)c(NC(=O)c2ccc([N+](=O)[O-])cc2)c1Cl	3	-2	2	13	-4	-3	12	-5	14	-2	-15
CCc1nc2c(c(=O)[nH]1)C(CC)(CC)Cc1ccccc1-2	4	-2	0	-11	12	0	11	0	9	1	13
COc1ccc(NC2CCCN(C(=O)CSc3ccccc3)C2)cc1OC (centres undefined)	-11	-9	-1	-21	16	-4	16	-5	5	-7	11
CCCC(=O)Nc1ccc(S(=O)(=O)N2CCc3ccccc32)cc1	-5	17	-3	9	-5	-6	32	-6	-10	10	7

Overlap with the part before: 2 entries, followed by the next part.
SMILES	TRAIL sens C8	TROY NFkB inh	TLR9-MyD88 block	SRC1 inh	TWEAK Fn14 block	LMP1 NFkB inh	NR5A2 inv ag	NOD2-RIPK2 inh	NCOA3 inh	NCOA2 inhibitor	NR2F2 inh
COc1ccc(NC2CCCN(C(=O)CSc3ccccc3)C2)cc1OC (centres undefined)	-11	-9	-1	-21	16	-4	16	-5	5	-7	11
CCCC(=O)Nc1ccc(S(=O)(=O)N2CCc3ccccc32)cc1	-5	17	-3	9	-5	-6	32	-6	-10	10	7
COc1cc(O)c(C(CCN2CCN(c3ccccc3)CC2)c2ccc3c(c2)OCO3)c(OC)c1 (centres undefined)	-15	-13	-12	13	5	-4	8	-5	-21	-10	-16
COc1ccc([N+](=O)[O-])cc1NS(=O)(=O)c1cccc(C(=O)OC2CCOC2=O)c1 (centres undefined)	-11	-13	-20	-11	-1	4	0	-8	-2	-4	7
Cc1n[nH]c(C)c1S(=O)(=O)N1CCc2ccccc21	-3	7	6	-33	7	0	14	-10	16	7	-2
CCc1nnc2sc(-c3ccc(NC(=O)c4ccc5c(c4)OCCO5)cc3)nn12	5	-9	4	-5	28	25	-11	4	0	13	-3
NNC(=O)c1ccc2[nH]c3c(c2c1)CCCC3	-1	2	8	10	-1	8	17	3	7	-21	-2
Cc1nc2ccccc2c2oc(C(=O)N3CCN(c4ccc([N+](=O)[O-])cc4)CC3)cc12	13	0	4	18	3	24	1	-1	-15	0	1
O=C(O)c1[nH]c2ccccc2c1CC(=O)N1CCN(c2ccccc2)CC1	-4	-1	7	9	10	-1	11	8	3	-12	22
COc1ccc(N2C(=O)c3ccccc3NC(=O)C2C(=O)NCCc2ccccc2F)cc1 (centres undefined)	-6	.	.	.	.	.	21	-5	.	-49	3
CC(C)(C)c1ccc(C(=O)Nc2ccc(Oc3cccnc3)nc2)cc1	37	15	.	23	31	2	21	4	13	17	64*
O=C1NC[C@H](CCCCN2C[C@H](Cc3ccccc3)N(CCc3ccc(O)cc3)C(=O)C2=O)N(CCc2ccc(O)cc2)C1=O	4	0	.	.	10	.	6	-10	.	7	1
CC(C)(C)OC(=O)NCc1ccc(NC(=O)c2nc[nH]c2C(=O)NCCCCNC(=O)c2[nH]cnc2C(=O)Nc2ccc(CNC(=O)OC(C)(C)C)cc2)cc1	84*	12	-1	-14	5	-5	-13	-19	15	.	.
CCc1ccc(/C=C2/SC(=S)N(CCC(=O)NCCCN3CCOCC3)C2=O)cc1	25	-14	-6	-51	-17	-2	-6	2	-6	-27	-1
COc1cccc(/C=N/NC(=O)CNC(=O)c2ccc(S(=O)(=O)N3CCOCC3)cc2)c1OC	4	-4	7	3	1	6	0	-2	16	-2	-10
C=CCOC(=O)C1=C(C)NC(SCC(N)=O)=C(C#N)C1c1ccc(C)cc1 (centres undefined)	-7	-13	-2	-11	-32	8	22	-1	4	15	-7
CCOC(=O)c1sc(=S)n(Cc2ccccc2)c1C	-8	5	-4	-6	0	-7	14	-5	16	2	9
COc1ccc(C2N(C(C)=O)CCCN2S(=O)(=O)c2ccc(C)cc2)cc1 (centres undefined)	9	-30	-6	-5	18	-1	0	1	20	21	-23
Cc1noc(NC(=O)c2cccc(Cl)c2Cl)c1C#N	-5	0	7	-7	7	-4	-16	-4	3	-22	8
CN(C)c1nc2c(c(=O)n(C)c(=O)n2C)n1Cc1ccccc1	7	-9	-7	-19	19	2	-5	-12	10	-5	-4
NS(=O)(=O)c1cccc(NC(=O)COC(=O)CC2Sc3ccccc3NC2=O)c1 (centres undefined)	-5	16	-10	-22	-5	-15	-16	-15	-15	-17	-5
Cn1c(C(=O)O)c(CC(=O)Nc2ccc(F)cc2F)c2ccccc21	-4	0	-2	-8	20	2	1	-18	-10	9	0
NC(=O)C1CCN(C(=O)CN(c2cccc(Cl)c2)S(=O)(=O)c2ccccc2)CC1	-4	1	-8	4	-1	-3	-14	-5	9	-1	14
Cc1ccc(Nc2c([N+](=O)[O-])c(=O)oc3ccccc23)cc1	-13	5	-4	9	-8	-7	11	-12	-35	-10	6
CCOC(=O)c1c(C)[nH]c(C)c1S(=O)(=O)N(C)CC(=O)NCc1ccc(F)cc1	-18	4	7	-3	-2	-5	20	5	19	-16	-9
Cc1cc2c3c(c1)C(C)(c1ccccc1)CC(C)(C)N3C(=O)C21C(C#N)=C(N)OC2=C1C(=O)CC(C)(C)C2 (centres undefined)	0	18	-1	4	35	-16	9	12	2	16	-7
COc1ccc(N2CCN(CCNC(=O)CCCn3c(=O)[nH]c4cc(Cl)ccc4c3=O)CC2)cc1	-4	18	-1	-4	1	81*	-1	6	-2	-12	-1
CC(C)Oc1cc(N)c(Cl)cc1Cl	-7	10	0	4	-8	1	-3	-5	15	-1	8
O=[N+]([O-])c1ccc(N2CCN(c3ccccc3F)CC2)c(S(=O)(=O)N2CCOCC2)c1	20	-5	1	-33	-13	-2	5	5	11	-32	17
CC1CCN(C(=O)CCCOc2cc(=O)n(C)c3ccccc23)CC1	-6	1	0	-20	8	-7	2	-6	0	-31	-57
COc1ccc(NC(=O)CC(C)(C)C)c([N+](=O)[O-])c1	-9	-4	-9	6	-10	0	-6	-2	-1	9	4
c1ccc(-c2nc3c4ccccc4ccn3c2CN2CCCCC2)cc1	4	-30	5	-16	-24	-5	16	3	-4	-38	-48

Gathered by group: the entries above containing a COOH group.
SMILES	TRAIL sens C8	TROY NFkB inh	TLR9-MyD88 block	SRC1 inh	TWEAK Fn14 block	LMP1 NFkB inh	NR5A2 inv ag	NOD2-RIPK2 inh	NCOA3 inh	NCOA2 inhibitor	NR2F2 inh
O=C(O)c1[nH]c2ccccc2c1CC(=O)N1CCN(c2ccccc2)CC1	-4	-1	7	9	10	-1	11	8	3	-12	22
Cn1c(C(=O)O)c(CC(=O)Nc2ccc(F)cc2F)c2ccccc21	-4	0	-2	-8	20	2	1	-18	-10	9	0

Returning to the listing, repeating the 4 entries before the break.
SMILES	TRAIL sens C8	TROY NFkB inh	TLR9-MyD88 block	SRC1 inh	TWEAK Fn14 block	LMP1 NFkB inh	NR5A2 inv ag	NOD2-RIPK2 inh	NCOA3 inh	NCOA2 inhibitor	NR2F2 inh
O=[N+]([O-])c1ccc(N2CCN(c3ccccc3F)CC2)c(S(=O)(=O)N2CCOCC2)c1	20	-5	1	-33	-13	-2	5	5	11	-32	17
CC1CCN(C(=O)CCCOc2cc(=O)n(C)c3ccccc23)CC1	-6	1	0	-20	8	-7	2	-6	0	-31	-57
COc1ccc(NC(=O)CC(C)(C)C)c([N+](=O)[O-])c1	-9	-4	-9	6	-10	0	-6	-2	-1	9	4
c1ccc(-c2nc3c4ccccc4ccn3c2CN2CCCCC2)cc1	4	-30	5	-16	-24	-5	16	3	-4	-38	-48
CCN(CC)C(=O)Cn1cc(S(=O)(=O)CC(=O)Nc2ccccc2F)c2ccccc21	0	-6	-5	6	4	-2	11	4	3	0	4
CCCCNC(=O)CN1C(=O)COc2ccc(S(=O)(=O)N3CCCCCC3)cc21	-11	11	2	1	-5	-5	-9	-4	-36	0	0
CN1CCN(c2ccc(NC(=O)c3cccc(OCc4ccccc4)c3)cc2)CC1	8	-28	-3	2	-16	-42	22	9	-35	-31	8
COc1ccc(/C=C/C(=O)NCc2cnn(C)c2C)cc1COc1ccc(Br)cc1	-2	32	-7	-3	-35	17	-20	-7	2	.	.
O=C(Nc1nc2ccccc2[nH]1)c1cccc(Cl)c1	42	-52	-13	-103	26	-10	-110	-10	-98	-44	-10
CCOc1ccccc1CN1CCN(CC2=Cc3cc(OC)ccc3OC2)CC1CCO (centres undefined)	17	-5	-3	-17	3	7	21	-2	10	-30	-7
Cc1onc(-c2c(F)cccc2Cl)c1C(=O)N(C)C1CCCCC1	-2	3	-3	3	4	6	1	2	13	10	18
Cc1ccc(N=Nc2ccc(O)cc2)c(Br)c1	36	-21	0	-119	4	-9	-163	0	-121	-29	-18

This is a subset. The share of hits here may be higher or lower than overall.
